Screens as filed in PubChem.
RAD54 branch: inhibitors of human RAD54 branch migration, primary screen, biochemical, fluorescence, single point. DNA repair and recombination protein RAD54-like (Homo sapiens), Q92698. RAD54 Holliday junction branch migration, FAM/BHQ fluorescence. inhibition, % at 10.4 µM. 360,000 compounds, 0.14% hits. AID 602329, 2012;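 active means mean normalized replicate activity at least 40 and at least half of replicates scoring 40 or more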;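 further: 0% = median of neutral control wells and 100% = median of positive control wells; inhibitors cause a drop in the FAM fluorescence signal; in these data hits start at about 50%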
Target sequence (Q92698 whole entry, looked up): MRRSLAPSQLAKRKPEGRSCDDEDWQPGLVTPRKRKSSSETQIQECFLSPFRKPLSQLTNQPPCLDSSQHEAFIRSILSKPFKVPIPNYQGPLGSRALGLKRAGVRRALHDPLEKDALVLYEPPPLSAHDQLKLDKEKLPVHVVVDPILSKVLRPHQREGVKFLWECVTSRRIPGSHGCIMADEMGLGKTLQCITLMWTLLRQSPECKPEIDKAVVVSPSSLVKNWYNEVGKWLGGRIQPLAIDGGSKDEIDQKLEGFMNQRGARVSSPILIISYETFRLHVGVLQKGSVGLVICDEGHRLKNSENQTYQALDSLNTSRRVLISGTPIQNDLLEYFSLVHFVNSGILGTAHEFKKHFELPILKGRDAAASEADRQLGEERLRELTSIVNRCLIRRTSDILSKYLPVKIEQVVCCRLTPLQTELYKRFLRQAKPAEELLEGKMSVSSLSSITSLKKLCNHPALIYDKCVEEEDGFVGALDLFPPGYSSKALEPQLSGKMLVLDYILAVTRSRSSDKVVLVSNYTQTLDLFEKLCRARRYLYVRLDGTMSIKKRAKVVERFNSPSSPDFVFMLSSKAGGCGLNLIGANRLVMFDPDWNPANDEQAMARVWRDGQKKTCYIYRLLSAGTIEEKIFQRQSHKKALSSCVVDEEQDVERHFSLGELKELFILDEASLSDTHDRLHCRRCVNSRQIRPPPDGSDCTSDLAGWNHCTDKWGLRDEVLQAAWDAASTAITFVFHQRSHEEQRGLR
CFTR F508del cor: F508del CFTR correction, initial screen, CFBE line, single point | CFBE cells, YFP halide quenching; stimulated with forskolin plus potentiator P3; % fluorescence drop versus neutral controls | activity (quench increase), % at 7.58 µM | AID 720511, 2013 | 350,000 compounds, 0.36% hits;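 active means mean added fluorescence quench of at least 8% versus neutral control, with both replicates also reaching 8%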;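 further: cells transiently co-express mutant CFTR-F508del with the halide-sensitive YFP; corrector assay measuring rescue of mutant channel to the surface after 24 h compound exposure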
GSIS activator: GLuc luminescence reporter in INS-1E cells, primary screen for activators of glucose-dependent secretion of insulin; INS-1E GLuc reporter insulin secretion, 2-3 h; activation, % at 16.6 µM; 370,000 compounds, 0.61% hits; AID 743287, 2014;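 active means lowest replicate activation of at least 40%, so every replicate reaches that level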;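 further: 0% = median of neutral control wells and 100% = median of IBMX positive control wells; some compounds called inactive have numbers as strong as hits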
Xi reactivation: activators of inactive X chromosome reactivation, primary screen, imaging, XiGFP fibroblasts, GFP high-content imaging, set 2 | XiGFP mouse fibroblasts, % GFP-positive cells imaging, 3 d; cells co-treated with 5-aza-dC sensitizer; scaled so ellipticine positive control = 100% | activation, % at 7.58 µM | 360,000 compounds, 0.055% hits | AID 743238, 2013;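 active means mean normalized replicate activation at least 10% and every replicate at or above 10%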;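 further: 0% = median of on-plate neutral control wells and 100% = ellipticine 6 µM median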
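Material: XiGFP fibroblasts, SV40-immortalized. Buffer or medium: DMEM plus 5-aza-dC sensitizer. Compound: single concentration per compound, delivered by pin transfer. Times: 3 days compound exposure. Controls: ellipticine 6 µM.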
ARNT TACC3 PPI: disruptors of ARNT/TACC3 protein interaction, primary screen, biochemical, AlphaScreen, single concentration; AlphaScreen His-ARNT PAS-B/GST-TACC3 binding, luminescence; TACC3 fragment carries E629A point mutation; inhibition, % at 9.99 µM; 390,000 compounds, 0.66% hits; Transforming acidic coiled-coil-containing protein 3 (Homo sapiens), Q9Y6A5;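 active means mean inhibition of replicates at least 50% and at least half of replicates each reaching 50%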;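 further: 0% = complete ARNT plus TACC3 wells and 100% = ARNT alone without TACC3; many hits fall short of the cut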
ERAP1 inh: human ERAP1 aminopeptidase inhibitors, primary screen, biochemical, single point, plate reader. Endoplasmic reticulum aminopeptidase 1 (Homo sapiens), Q9NZ08. recombinant ERAP1, Leu-AMC fluorescence, 60 min. inhibition, % at 10.7 µM. 340,000 compounds, 0.15% hits. AID 652197, 2013;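 active means mean replicate inhibition of at least 30%, or all replicates individually reaching that 30% level; inactive means mean below 30% and not every replicate reaching it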;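 further: 0% = neutral control wells and 100% = L-leucinethiol positive control wells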
esBAF inh: Bmi1 luciferase reporter increase in mESCs, primary screen, esBAF inhibitor project, mouse ES cells, Bmi1 luciferase knock-in, single point | 350,000 compounds, 2% hits | reporter increase, % at 12.5 µM | 24 h; 100% = twice the neutral-well signal; in the data active means activation above about 40%;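 further: 0% = median of the plate's neutral control wells and 100% = double that signal; a rise in the Bmi1 reporter signal indicates esBAF inhibition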
RAD52 inh: RAD52 DNA annealing inhibitors, primary screen, biochemical, FRET, single point, set 2. inhibition, % at 18.7 µM. 360,000 compounds, 0.46% hits. AID 651710, 2012. DNA repair protein RAD52 homolog (Homo sapiens), P43351. recombinant RAD52 DNA annealing, FRET fluorescence;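 active means every replicate showing at least 50% inhibition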
Numbers without * were called inactive; . = no result given.

The line under a structure holds: RAD54 branch, CFTR F508del cor, GSIS activator, Xi reactivation, ARNT TACC3 PPI, ERAP1 inh, esBAF inh, RAD52 inh
- Cc1cccc(N=Nc2cnc(N)s2)c1
    0, -0.4, -1, 1.3, -7, -6, ., -5
- CC(C)NC(=O)Nc1ccc2c(c1)C(=O)N([C@H](C)CO)C[C@@H](C)[C@@H](CN(C)C)O2
    0, -1.2, 15, 0.3, ., -1, -5, -4
- Cc1ccc(NC(=O)CCC(=O)N/N=C/c2cccs2)cc1
    ., -0.9, 20, 0.1, 1, -3, ., -7
- CCCCn1c(N)c(N(CCC(C)C)C(=O)c2cc(CC)c(C)s2)c(=O)[nH]c1=O
    ., 0.8, -10, 0.0, -10, 0, ., 1
- CC(C)NC(=O)N1Cc2cc(C(=O)NC3CCC3)nc(-c3cccc(-c4cncnc4)c3)c2[C@@H]1CCO
    ., -1.0, -7, 0.1, ., 2, ., -1
- O=C(Nc1ccccc1)[C@@H]1[C@@H](CO)[C@@H]2Cn3c(cccc3=O)[C@H]1N2C(=O)c1ccc(F)cc1
    -3, -2.2, 0, 0.2, -3, 6, 0, 1
- CC(NC(=O)c1cc2c(=O)n3ccccc3nc2n(CC2CCCO2)c1=N)c1ccccc1 (stereo not given)
    7, 3.0, 14, 0.0, -6, -87, -10, -9
- Cc1ccccc1C(=O)N1CCC(C(=O)NN2C(=O)NC3(CCC(C)CC3)C2=O)CC1 (stereo not given)
    -9, 2.0, -1, 0.0, -34, -1, -3, -5
- O=C(Nc1nc(-c2ccccc2)cs1)c1ccc(S(=O)(=O)N2CCc3ccccc32)cc1
    -3, 4.5, ., 0.0, 1, 4, 6, -7
- C[C@H](CO)N1C[C@H](C)[C@H](CN(C)Cc2ccncc2)Oc2c(NS(C)(=O)=O)cccc2C1=O
    -7, -1.4, 20, 0.1, -2, 1, 1, -5
- Cc1[nH]c2ccccc2c1N=Nc1ccc(F)cc1
    ., -3.4, -14, 0.0, 20, 4, ., -11
- CC(=O)c1ccc(NC(=O)c2ccc(NC(=O)CCS(=O)(=O)c3cccs3)cc2)cc1
    ., -4.7, 23, -0.1, -3, 3, 11, -14
- Nc1nc2c(ncn2[C@@H]2O[C@H](CNS(=O)(=O)c3cccnc3)[C@@H](O)[C@H]2O)c(=O)[nH]1
    1, -2.5, 10, 0.2, ., 0, 7, -5
- O=C(CS(=O)(=O)c1ccc(C(F)(F)F)cn1)NNC(=O)c1ccccc1
    -1, 0.7, ., 0.0, 3, -1, 4, -12
- Cc1cccc(NC(=O)CN2C(=O)c3ccccc3C2=O)c1C
    ., -1.2, -3, 0.0, -11, 1, ., 3
- COc1cccc(S(=O)(=O)N(C)C[C@@H]2Oc3ncccc3C(=O)N([C@H](C)CO)C[C@@H]2C)c1
    2, -0.5, 10, -1.0, 2, 46*, 5, -4
- C[C@@H]1CN([C@@H](C)CO)C(=O)c2cccc(NC(=O)c3ccc(-c4nccs4)cc3)c2O[C@H]1CN(C)C(=O)Nc1ccc(F)cc1
    5, -2.9, 0, -1.1, 12, 2, 0, -4
- CS(=O)(=O)Nc1ccc2c(c1)[C@@H]1C[C@H](CC(=O)NCC(F)(F)F)O[C@@H](CO)[C@@H]1O2
    3, -1.0, 17, 0.0, -16, 1, 1, 13
- Cc1ccc(C(=O)NCC(c2ccc(F)cc2)N2CCOCC2)cc1S(=O)(=O)N1CCOCC1 (stereo not given)
    3, 0.4, ., 0.1, -9, -2, 9, -7
- COc1ccc(S(=O)(=O)N(C)C[C@H]2OCCCC[C@H](C)Oc3ccc(NC(=O)Nc4c(C)noc4C)cc3C(=O)N([C@H](C)CO)C[C@@H]2C)cc1
    3, -1.8, -2, 0.3, -2, 3, 6, -28
- C[C@H](CO)N1C[C@H](C)[C@H](CN(C)Cc2ccc(Cl)c(Cl)c2)Oc2ccc(N(C)C)cc2CC1=O
    -1, -2.7, -4, -0.8, 20, 0, 1, 4
- Cc1noc(C)c1S(=O)(=O)Nc1ccc2c(c1)C(=O)N([C@H](C)CO)C[C@H](C)[C@@H](CN(C)Cc1ccc3c(c1)OCO3)O2
    -19, 1.1, 1, -1.1, 13, 1, 4, 8
- Cc1ccc(CNC(=O)c2ccc3c(c2)NC(=O)C(N2CCOCC2)S3)cc1 (stereo not given)
    -10, -0.8, -14, 0.0, 3, 1, 4, -68
- Cc1noc(C)c1NC(=O)Nc1ccc2c(c1)CC(=O)N([C@H](C)CO)C[C@H](C)[C@@H](CN(C)C(=O)Nc1ccccc1)O2
    -9, -2.3, 10, -0.2, -9, 1, 0, -9
- CCOCCCNC(=S)N1CCCN(c2nc3c(C)c(C)ccc3cc2C#N)CC1
    ., 1.0, 11, 0.0, -11, -2, ., -6
- COc1ccc(N/C=C/C(=O)C(C)(C)C)cc1
    -3, 1.2, -3, 0.0, ., 1, 19, -9
- COc1ccccc1C#Cc1ccc([C@@H]2[C@@H](C#N)N(C(=O)C3CC3)[C@H]2CO)cc1
    -8, 3.1, 10, 0.1, 3, 0, -1, -5
- COc1cc2ccccc2cc1C(=O)N1CCN(c2ccccc2O)CC1
    9, 0.9, ., 0.1, -53, 1, -1, -12
- CC(NS(=O)(=O)c1cc(C(F)(F)F)ccc1Cl)C(=O)N(C)C1CCN(C)CC1 (stereo not given)
    -1, 2.7, 2, -0.1, 1, 2, 1, 9
- O=C(C[C@@H]1CC[C@@H]2[C@H](COC[C@H](O)CN2CCC(F)(F)F)O1)N1CCC(Cc2ccccc2)CC1
    -14, -0.9, -12, 0.4, -16, 1, -1, -1

Single records, as listed above. Values in the order: RAD54 branch, CFTR F508del cor, GSIS activator, Xi reactivation, ARNT TACC3 PPI, ERAP1 inh, esBAF inh, RAD52 inh
`O=C(C[C@@H]1CC[C@@H]2[C@H](COC[C@H](O)CN2CCC(F)(F)F)O1)N1CCC(Cc2ccccc2)CC1` is listed with -14, -0.9, -12, 0.4, -16, 1, -1, -1
`Cc1noc(C)c1S(=O)(=O)Nc1ccc2c(c1)C(=O)N([C@H](C)CO)C[C@H](C)[C@@H](CN(C)Cc1ccc3c(c1)OCO3)O2` is listed with -19, 1.1, 1, -1.1, 13, 1, 4, 8
`COc1ccccc1C#Cc1ccc([C@@H]2[C@@H](C#N)N(C(=O)C3CC3)[C@H]2CO)cc1` is listed with -8, 3.1, 10, 0.1, 3, 0, -1, -5
`CCOCCCNC(=S)N1CCCN(c2nc3c(C)c(C)ccc3cc2C#N)CC1` is listed with ., 1.0, 11, 0.0, -11, -2, ., -6
`CC(NS(=O)(=O)c1cc(C(F)(F)F)ccc1Cl)C(=O)N(C)C1CCN(C)CC1` (stereo not given) is listed with -1, 2.7, 2, -0.1, 1, 2, 1, 9

(list continues)
The line under a structure holds: RAD54 branch, CFTR F508del cor, GSIS activator, Xi reactivation, ARNT TACC3 PPI, ERAP1 inh, esBAF inh, RAD52 inh
- Cc1cc(N=Nc2c(O)c3ccccc3[nH]c2=O)ccc1N=Nc1ccc(C(=O)N(C)C)cc1
    -4, -18, -9, -0.1, 2, 21, 1, -14
- COc1ccc(CCC(=O)OCC(=O)c2cccc(OC)c2)cc1
    ., ., ., 0.3, -9, -5, ., 10
- COc1ccc(S(=O)(=O)NCc2ccc(F)cc2)cc1OC
    13, 1.5, 6, 0.2, -6, 3, 4, -22
- C[C@H](CO)N1C[C@H](C)[C@@H](CN(C)C)Oc2ccc(NC(=O)Nc3ccc4c(c3)OCO4)cc2CC1=O
    -4, 0.4, -1, 0.1, -5, -3, -3, -3
- Cc1cc(C)c(NC(=O)CNC(=O)COC(=O)Cc2ccccc2C)c(C)c1
    2, 3.8, -1, 0.3, -38, 0, 2, -3
- O=[N+]([O-])c1ccc(NC2CCCCC2)nc1
    -5, 4.8, ., 0.0, 4, 0, 7, -1
- COC(=O)c1ccc(Nc2cc(C)nc3nc(C)nn23)cc1
    6, -4.0, 8, 0.2, 33, 0, 3, -2
- O=C(/C=C\c1cn(-c2ccccc2)nc1-c1ccc2c(c1)OCCO2)N1CCOCC1
    -2, ., 29, 0.0, 19, ., ., .
- N#Cc1cnn2c(-c3cccc([N+](=O)[O-])c3)ccnc12
    0, 1.9, 19, -0.1, 0, 0, -1, -13
- CCNc1nc(SCC(=O)OC)nc(N(C)C)n1
    ., 2.7, 19, 0.2, -20, 3, ., -10
- Cc1cccn2c(=O)c3cc(C(=O)N4CC(C)CC(C)C4)sc3nc12 (stereo not given)
    -4, -2.3, 8, 0.0, -12, 2, 10, 6
- Nc1nccc(SCc2ccccc2)n1
    -3, 6.2, ., 0.1, -2, 1, 13, -4
- N#Cc1cnn(-c2ccc([N+](=O)[O-])cc2[N+](=O)[O-])c1N
    -3, -5.1, -16, 0.0, ., 2, -2, 3
- O=C1c2ccccc2C(O)(Cc2ccccc2)N1Cc1ccco1 (stereo not given)
    12, 0.7, -3, ., -5, 10, -1, -13
- CCOC(=O)C(C)Sc1nc(-c2ccccc2)nc2ccccc12 (stereo not given)
    ., -2.5, 4, 0.3, -10, 0, ., -18
- COc1ccc(C(=O)Nc2cc(=O)[nH]c3ncnn23)cc1
    -5, 1.2, -17, 0.5, 10, -7, -3, -26
- COc1ccc(NC(=O)N[C@H]2CC[C@@H](CCNC(=O)CCN3CCCCC3)O[C@@H]2CO)cc1
    -11, -1.1, 13, -0.1, 8, 1, -4, -6
- CS(=O)(=O)N(Cc1ccc(C(=O)NC2CCCC2)cc1)c1ccccc1
    ., 1.3, 16, -0.1, -6, 1, ., -2
- Cc1ccc(C)c(N(C(=O)CS(=O)CC(=O)Nc2ccc3c(c2)OCO3)C(C)C(=O)NC2CCCC2)c1 (stereo not given)
    -1, ., -13, ., -5, ., 3, .
- CCC(=O)NCC(c1ccco1)N1CCN(c2ccc(OC)cc2)CC1 (stereo not given)
    ., -1.4, 2, -0.1, 3, -3, ., 2
- COc1ccc(OC)c(-c2cc(C(=O)Nc3c(C)nn(Cc4ccccc4C)c3C)no2)c1
    ., 1.8, 14, ., 0, -1, ., -18
- COc1ccc(N2C(=O)CNC2=S)cc1
    -24, 0.0, 0, 0.0, -2, 0, -6, -23
- Cc1cc(NS(=O)(=O)c2ccc(NC(=S)NC(=O)c3ccc(F)cc3)cc2)no1
    3, ., 18, -0.1, 15, ., ., .
- O=C(O)c1ccccc1C(=O)NCCc1ccc(Cl)cc1
    -3, -2.0, 6, 0.3, -2, 2, 6, 3
- COc1ccc(CN(C)C[C@@H]2Oc3ccc(NC(=O)c4ccncc4)cc3CC(=O)N([C@H](C)CO)C[C@H]2C)cc1
    4, -1.2, 11, 0.0, -2, -1, 10, -10
- COc1cc([N+](=O)[O-])ccc1NC(=O)C[n+]1ccccc1
    4, ., 23, 0.0, -2, ., ., .
- COc1cccc(C(=O)NCCS(=O)(=O)N2CCc3ccccc3C2)c1
    0, 2.3, 7, 0.2, -5, -1, -7, -7
- O=C(Nc1cccc(S(=O)(=O)N2CCCC2)c1)c1ccc(Cl)nc1
    1, 1.1, 0, 0.0, 5, -3, 5, -9
- C[C@@H]1CN([C@H](C)CO)S(=O)(=O)c2ccc(-c3cncnc3)cc2O[C@H]1CN(C)C(=O)Cc1ccncc1
    -5, 4.2, 12, -0.5, -12, 0, -1, -5
